14-3-3 PPI: modulators of human 14-3-3 gamma - Raf peptide interaction | FP, 14-3-3gamma / TMR-pS259-Raf peptide binding | AID 422 | inhibition, % at 40 µM | hit rate 0.19% among 160,000 | P61981; in the data active = inhibition above about 30%;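 also: 0% = protein plus tracer without compound and 100% = blank with tracer alone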
Target sequence (P61981 whole entry, looked up): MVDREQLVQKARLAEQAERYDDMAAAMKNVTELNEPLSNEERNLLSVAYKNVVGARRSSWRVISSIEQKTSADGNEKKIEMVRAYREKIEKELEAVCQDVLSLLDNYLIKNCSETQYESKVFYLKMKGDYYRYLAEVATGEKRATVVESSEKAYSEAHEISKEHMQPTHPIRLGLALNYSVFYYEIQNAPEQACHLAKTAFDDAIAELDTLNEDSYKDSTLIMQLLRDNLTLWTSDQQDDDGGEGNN
Active calls of the source: *; & = joins results of further samples.

SMILES	14-3-3 PPI
N#Cc1c(-c2ccccc2)cc(-c2ccccc2)nc1SCC(=O)O	0
O=C(c1ccc(Cn2cc(Cl)cn2)o1)N1CCN(Cc2ccc3c(c2)OCO3)CC1	-9&8
CC(CN1CCN(C)CC1)OC(=O)c1ccc(F)cc1 (configuration not stated)	0
Cc1oc2cc3oc(=O)c4c(c3cc2c1C)CCC4	-6
C=CCn1c(SCC#N)nc2ccccc2c1=O	-5
COC(=O)C1=C(C(=O)OC)C(c2cccc([N+](=O)[O-])c2)c2sc(=O)[nH]c2S1 (configuration not stated)	34*
COC(=O)c1c(N)n(C2CCCCC2)c2nc3ccccc3nc12	-77
CCOC(=O)c1c(C)oc2ccc(NS(=O)(=O)c3ccc(C)cc3)cc12	-7
CC1CCCCC1NC(=O)C1CCN(S(=O)(=O)N2CCCCC2)CC1 (configuration not stated)	7
CCCOC(=O)C1=C(C)NC(=O)NC1c1cccc2ccccc12 (configuration not stated)	4

Entries above with a cyano group (2):
SMILES	14-3-3 PPI
N#Cc1c(-c2ccccc2)cc(-c2ccccc2)nc1SCC(=O)O	0
C=CCn1c(SCC#N)nc2ccccc2c1=O	-5

Later entries:
SMILES	14-3-3 PPI
COc1cccc(NC(=O)[C@@H]2CCCN2C(=O)C2CCN(S(=O)(=O)c3ccc(C)cc3)CC2)c1	-2
N#CCCCCN1c2cccc3cccc(c23)S1(=O)=O	-10
COc1ccc(-c2csc(Nc3ccc(S(=O)(=O)Nc4cc(C)on4)cc3)n2)cc1	-3
Cc1nc2ccccn2c1/C(O)=C1\C(=O)C(=O)N(CCCN(C)C)C1c1ccc(F)cc1 (configuration not stated)	1
COc1cc([N+](=O)[O-])cc2c1OC1(C=C2)Nc2ccccc2C1(C)C (configuration not stated)	-192
CCOC(=O)c1c(N)sc(C(=O)Nc2ccc3c(c2)OCO3)c1C	-1
COc1ccccc1N1CCN(c2ncnc3sc(C(=O)Nc4ccc5c(c4)OCCO5)c(C)c23)CC1	-5
Cn1cnc2c(N3CCCCC3)nccc21	-1
COC(=O)c1ccc2c(=O)n(Cc3ccc4c(c3)OCO4)c(SCc3ccc(Cl)cc3)nc2c1	-10
c1ccc(-n2c(-c3ccco3)nnc2N2CCOCC2)cc1	2
COc1ccc(S(=O)(=O)N2Cc3ccccc3CC2C(=O)O)cc1OC (configuration not stated)	1
O=C1CN(C(=O)c2cccc(Cl)c2)C(c2ccc(F)cc2)c2cc(Cl)ccc2N1 (configuration not stated)	-1
CCC(=O)Oc1ccc(/C(CC)=C(\CC)c2ccc(OC(=O)CC)cc2)cc1	-4
CCN(CC)C(=O)Cn1c(-c2cc(OC)c(OC)c(OC)c2)nc2ccccc2c1=O	-16
CCc1ccccc1NC(=O)C(CC)Sc1nc2ccsc2c(=O)n1Cc1ccccn1 (configuration not stated)	1
COC(=O)c1ccc(C2C3=C(CC(C)(C)CC3=O)N(c3ccc(OC)c(Cl)c3)C3=C2C(=O)CC(C)(C)C3)cc1	-3
CCc1nnc2sc(-c3cc(-c4ccccc4)nc4ccccc34)nn12	0
Cc1c(C(=O)Nc2ccc(S(=O)(=O)Nc3ncccn3)cc2)oc2ccccc12	-4
CC1CC(C)CN(C(=O)COc2ccc(-c3nnco3)cc2)C1 (configuration not stated)	-1
COc1ccc(N2C(=O)c3ccc(C(=O)OC(C)C)cc3C2=O)cc1	6
Cc1cccc(-c2nc(CS(=O)CC(=O)N3CCc4ccccc4C3)c(C)o2)c1 (configuration not stated)	5
Cc1ccc(-c2nnn(CC(=O)N(c3ccccc3F)C(C(=O)NC3CCCC3)c3ccco3)n2)o1 (configuration not stated)	8
COc1ccc(C2=NOC(C(=O)N3CCOCC3)C2)cc1OC (configuration not stated)	-3
CC1(C)Cc2c(C#N)c(NCc3ccco3)nc(-c3ccco3)c2CO1	-21
CCOC(=O)SC1=N/C(=C\c2ccc(N(C)C)cc2)C(=O)S1	-63
COc1ccc2c(c1OC)C(=O)N(c1ccccc1Br)C2=O	3
FC(F)(F)c1cc(-c2ccccc2)nc(-n2cc(Cl)cn2)n1	1
O=C(NCc1ccccc1Cl)C1CCN(S(=O)(=O)N2CCC3(CC2)OCCO3)CC1	2
O=C(Cn1nc(-c2ccc(Cl)cc2)c2ccccc2c1=O)Nc1ccc(Br)c2cccnc12	-83
O=C(CSc1nc2c(sc3ccccc32)c(=O)n1CCCN1CCOCC1)c1ccccc1	-1

In the list so far, 2 have bromine.
SMILES	14-3-3 PPI
COc1ccc2c(c1OC)C(=O)N(c1ccccc1Br)C2=O	3
O=C(Cn1nc(-c2ccc(Cl)cc2)c2ccccc2c1=O)Nc1ccc(Br)c2cccnc12	-83

The list continues:
SMILES	14-3-3 PPI
Cc1ccc(Nc2c(-c3c[nH]c4ccccc34)nc3cnccn23)cc1	-7
CCSc1nnc2c(n1)OC(C)(C)Nc1ccccc1-2	-8&-1
CC(=O)N(c1c(C)n(C)n(-c2ccccc2)c1=O)C1(C(=O)NC2CCCC2)CCCCC1	2
O=C(Nc1cc(C(=O)N2CCOCC2)ccc1N1CC2CC(C1)c1cccc(=O)n1C2)c1ccc(F)cc1 (configuration not stated)	-11
CC(=O)Nc1ccc(NC(=O)c2cccs2)cc1Cl	2
O=C(CC1N=C2c3ccccc3N=C(SCc3ccc(Cl)cc3)N2C1=O)NCCc1ccccc1 (configuration not stated)	-21
Cc1ccccc1S(=O)(=O)Cc1ccc(C(=O)NCCN2CCCCC2C)o1 (configuration not stated)	-9
COC(=O)c1ccc2c(=O)[nH]c3c(C(=O)NCCc4ccc(OC)c(OC)c4)sc(=S)n3c2c1	-29
Cc1nn2c(-c3cccc(NC(=O)CSc4nc5ccccc5o4)c3)nnc2c2ccccc12	-14
Cc1oc2cc3oc(=O)cc(C)c3cc2c1-c1ccccc1	-4
CCN1CCCC1CNC(=O)c1csc2c1CCCC2 (configuration not stated)	-8
O=C(Nc1nnc(-c2cccs2)o1)c1cccc(Oc2ccccc2)c1	-6
CCOC(=O)CN1C(=O)C(O)(CC(=O)c2ccccc2O)c2ccccc21 (configuration not stated)	-7
CC(O)CNC(=O)C(=O)Nc1ccc(N(C)C)cc1 (configuration not stated)	-3
O=C(CN1CCOCC1)Nc1cccc(Cl)c1Cl	8
CCN(CC)CC#CCN1CC(c2ccccc2)CC1=O (configuration not stated)	-4
c1ccc2c(c1)Oc1ccccc1C2n1nnc2ccccc21	3
Cc1ccc(N=C2NC(=O)CC(C(=O)Nc3ccc(C)c(C)c3)S2)cc1 (configuration not stated)	-7
CCCCn1c(=NC(=O)c2ccc(C)c(C)c2)c(C(=O)OCC)cc2c(=O)n3ccccc3nc21	-31
CCOCCCn1c(=S)[nH]c2cc(C(=O)NC3CCCCC3C)ccc2c1=O (configuration not stated)	-1
COC(=O)c1cccc(OCC(O)Cn2cnc3cc(C)c(C)cc32)c1 (configuration not stated)	0
COc1ccc(C2C(C(=O)NCc3ccc(F)cc3)c3ccccc3C(=O)N2c2ccc(OC)cc2)cc1 (configuration not stated)	-3
COc1cc(OC)c(NC(=O)c2ccc(N3CC4CC(C3)c3cccc(=O)n3C4)c(NC(=O)c3cccc(C(F)(F)F)c3)c2)cc1Cl (configuration not stated)	-11
O=C1C(=O)N(Cc2cccnc2)C(c2ccccc2)/C1=C(\O)c1ccccc1 (configuration not stated)	0
CC1CN(C(=O)N2c3ccccc3Sc3ccccc32)C(C)CC1=O (configuration not stated)	-3
CC(=O)N(CCc1ccccc1C)Cc1cc2cc3c(cc2[nH]c1=O)OCO3	4
CCS(=O)(=O)N1CCC(C(=O)NCCCN2CCCC(C)C2)CC1 (configuration not stated)	5
COc1ccc(OC)c(N(CC(=O)Nc2ccccc2)S(C)(=O)=O)c1	0
O=c1c2cnn(-c3ccccc3)c2nc(-c2cccs2)n1-c1ccc(F)cc1	-39
CCC(C(=O)NCc1ccc(C)cc1)N1C(=O)COc2ccc(C(C)(C)C)cc21 (configuration not stated)	0
CCc1cc(C(=O)Cc2cnc[nH]2)c(O)cc1O	-5
Cc1cc(Nc2ccc3c(c2)OCCO3)n2nc(C)nc2n1	-1
CCOc1ccccc1NC(=O)CN(c1ccc(C)cc1)S(=O)(=O)c1c(C)n[nH]c1C	2
O=C(CCS(=O)(=O)c1cc(Br)cc2c1N(C(=O)C1CC1)CC2)Nc1ccc2c(c1)OCCO2	-1
CCOc1ccc(CCNC(=O)c2cc3cc4ccc(Cl)cc4nc3o2)cc1OCC	-159
CCOC(=O)c1cnc2c(C)cc(Cl)cc2c1Nc1cccc(C)c1C	4
Cc1ccc2nc(-c3ccc(N=CC=Cc4ccccc4[N+](=O)[O-])cc3)oc2c1	-4
COc1ccc(NC(=O)C2=NN(c3ccc(OC)cc3)C(=O)CC2)cc1	-2
CCc1nnc(NC(=O)CSc2nnc(-c3c[nH]c4ccccc34)n2CCOC)s1	-2
C=CCOc1cccc(C(c2c[nH]c3ccccc23)c2c[nH]c3ccccc23)c1	-22

Reprinted from the part before: seven entries, then new ones.
SMILES	14-3-3 PPI
O=C(CCS(=O)(=O)c1cc(Br)cc2c1N(C(=O)C1CC1)CC2)Nc1ccc2c(c1)OCCO2	-1
CCOc1ccc(CCNC(=O)c2cc3cc4ccc(Cl)cc4nc3o2)cc1OCC	-159
CCOC(=O)c1cnc2c(C)cc(Cl)cc2c1Nc1cccc(C)c1C	4
Cc1ccc2nc(-c3ccc(N=CC=Cc4ccccc4[N+](=O)[O-])cc3)oc2c1	-4
COc1ccc(NC(=O)C2=NN(c3ccc(OC)cc3)C(=O)CC2)cc1	-2
CCc1nnc(NC(=O)CSc2nnc(-c3c[nH]c4ccccc34)n2CCOC)s1	-2
C=CCOc1cccc(C(c2c[nH]c3ccccc23)c2c[nH]c3ccccc23)c1	-22
COc1ccc2c(CC(=O)Nc3ccc(OC)c(NS(=O)(=O)c4ccc(F)cc4)c3)coc2c1	-12
COc1ccc2cc(C(=O)NC(C)=O)c(=Nc3ccc(-c4nc5ccc(C)cc5s4)cc3)oc2c1	-7
CN1C(=O)Cc2cc(S(=O)(=O)N3CCOCC3)ccc21	-8
O=c1nc(-c2ccccc2)n(-c2ccccc2)c2ncccc12	0
CCOC(=O)C1CCN(C(=O)CCc2nc3ccccc3[nH]2)CC1	-1
CCCc1nc2c(sc3nc4c(cc32)COC(C)(C)C4)c(=O)n1Cc1ccco1	-24
O=C(CNC(=O)c1ccccc1)OCC1CCCN2CCCCC12 (configuration not stated)	-1
COc1ccc2c(C=Nc3c(C)n(C)n(-c4ccccc4)c3=O)c(O)n(Cc3ccco3)c(=O)c2c1	-1
Cc1nc(SCc2ccccc2)c(C#N)c(C)c1C	8
CCOc1ccccc1C1C2=C(CC(C)(C)CC2=O)Nc2ccccc2N1C(C)=O (configuration not stated)	-10
Cc1ccc(C)c(N(C)S(=O)(=O)c2ccc3[nH]cc(C(=O)N4CCCCCC4)c(=O)c3c2)c1	-8
CC(=O)c1ccc(N2CCN(C(=O)c3ccc4c(=O)[nH]c5c(C(=O)NC6CCCC6)sc(=S)n5c4c3)CC2)cc1	-18
CC(C)C(C(=O)Nc1ncn[nH]1)N1C(=O)c2ccccc2C1=O (configuration not stated)	-6
CCc1nnc(NC(=O)Cn2ccc(C(F)(F)F)n2)s1	6
CC(=O)N1CCc2cc(Br)cc(S(=O)(=O)NCc3ccccn3)c21	-3&2
Cc1ccc2c(c1)nnn2C1CCN(CC(=O)NCCc2ccccc2)CC1	1
Cc1ccc(C)c(NC(=O)C2c3ccccc3Oc3ccccc32)c1	-10
Cc1cccc(NC(=O)c2cccc(OC(=S)NCc3ccccc3)c2)c1	0
CCOC(=O)C(C)Oc1cccc2c(=O)n(CC(=O)NCc3ccc4c(c3)OCO4)ccc12 (configuration not stated)	4
CC1(C)NC(=O)N(CC(O)CN2CCOCC2)C1=O (configuration not stated)	2
O=[N+]([O-])c1ccc(O)c(C=Nc2nc3c(O)cccc3s2)c1	5
CCOC(=O)c1ccccc1N1C(=O)C2Sc3[nH]c(=O)sc3C(C=Cc3ccccc3)C2C1=O (configuration not stated)	-54
CCOc1ccc2nc(C)cc(Nc3cccc(O)c3)c2c1	-14
COC(=O)COc1ccc2oc(=O)cc(C)c2c1	-1
CCCn1c(=O)c(C(=O)Nc2nnc(CC)s2)c(O)c2ccccc21	3
CSc1cccc(NS(=O)(=O)c2ccc3c(c2)CCCN3C(C)=O)c1	-3
O=C1N(CN2C(=O)C3(OCCO3)c3ccccc32)c2ccccc2C12OCCO2	3
CCC1CCCCN1Cc1c(O)ccc2cc(-c3nc4ccccc4[nH]3)c(=O)oc12 (configuration not stated)	-8
O=c1[nH]c2ccccc2nc1-c1cc(Br)ccc1NCc1ccccc1	2
Cc1c(C(=O)N2CCCCC2)sc(NC(=O)C2CC2)c1C#N	-1
Cn1c(SCC(=O)N2CCOCC2)nnc1-c1cnccn1	-8
CNC(=O)COc1ccc(Nc2nnc(-c3ccc(O)cc3)c3ccccc23)cc1	-3
CC1CC(C)CN(C(=O)c2cn(C)c3ccc(S(=O)(=O)N4CCCC4)cc3c2=O)C1 (configuration not stated)	-7
COc1ccc(C(F)(F)F)cc1NC(=O)c1sc2nc(-c3ccc4c(c3)OCO4)ccc2c1N	-10
O=C(CN1CCOc2ccccc21)NC1CCCCCCC1	0
O=C(NCCN1CCOCC1)c1ccc2c(c1)NC(=O)C(N1CCOCC1)S2 (configuration not stated)	19
CCC(=O)N1CCc2cc(S(=O)(=O)N3CC(C)CC(C)C3)ccc21 (configuration not stated)	-2
CC(C)(C)c1ccc(OCC(=O)NCc2ccco2)c(Br)c1	-9
COC(=O)Nc1ccc(C)cc1NC(=O)OC	-9
COc1ccc(-c2noc(C3CCCCC3)n2)cc1	-10
O=C(Nc1ccc(C23CC4CC(CC(Cl)(C4)C2)C3)cc1)c1cc([N+](=O)[O-])ccc1Cl	-5

A portion of the library; count on the stated rates, not on these rows.
